Screening results (PubChem)
HIV Rev-RRE inh – HIV-1 Rev-RRE binding inhibitors, primary screen, biochemical, FRET, protein-RNA interaction; P05866; Rev peptide-RRE RNA binding; inhibition, % at 8 µM; actives 0.79% (n = 97,000);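 active = inhibition above the screen-wide mean plus 3 SD, cut at about 35% in these data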;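 also: 0% = median DMSO wells and 100% = median Neomycin B control wells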
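Assay system: Labelled RRE RNA duplex and labelled Rev peptide | Times: 5 min preincubation and 15 min binding, 25 °C | Detection: FRET, ex 480 nm, em 540 and 671 nm | Evaluation: % inhibition of FRET ratio versus controls | Benchmarks: DMSO wells as 0% and neomycin B wells as 100% inhibition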
EphB4 antag – EphB4-ephrin-B2 interaction antagonists, primary screen, biochemical, TNYL-RAW peptide probe, fluorescence polarization | inhibition, % at 7 µM | AID 720, 2007 | EphB4 LBD / TNYL-RAW-Alexa532 peptide | actives 0.15% (n = 97,000);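 active = inhibition above the screen-wide mean inhibition plus 3 SD, cut at about 15% in these data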;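 also: 0% = DMSO wells and 100% = excess unlabeled TNYL-RAW peptide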
PLAP act – PLAP enzyme activators, biochemical, luminescence, HTS | Alkaline phosphatase, placental type (Homo sapiens), P05187 | purified PLAP enzyme, luminescent substrate read-out; hits give high values | activation fold at 20 µM | actives 1.2% (n = 96,000) | AID 696, 2007; in the data active = activation fold above about 2
Target sequence (P05187 whole entry, looked up): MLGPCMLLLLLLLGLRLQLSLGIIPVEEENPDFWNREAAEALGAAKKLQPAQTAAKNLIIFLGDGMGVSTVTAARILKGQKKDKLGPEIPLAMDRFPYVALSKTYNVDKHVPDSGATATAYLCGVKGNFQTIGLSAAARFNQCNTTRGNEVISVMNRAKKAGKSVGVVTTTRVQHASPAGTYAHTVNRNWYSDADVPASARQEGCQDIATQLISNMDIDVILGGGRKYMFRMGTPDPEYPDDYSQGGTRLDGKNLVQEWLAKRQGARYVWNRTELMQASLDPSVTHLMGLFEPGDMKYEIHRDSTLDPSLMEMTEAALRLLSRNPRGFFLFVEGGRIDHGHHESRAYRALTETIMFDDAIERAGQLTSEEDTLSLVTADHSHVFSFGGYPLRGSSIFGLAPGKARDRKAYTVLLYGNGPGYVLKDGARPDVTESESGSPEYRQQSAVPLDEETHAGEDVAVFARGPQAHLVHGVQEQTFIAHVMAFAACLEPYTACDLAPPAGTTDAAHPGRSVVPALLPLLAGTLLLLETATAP
PLK1 PBD inh – Plk1 polo box domain binding inhibitors, primary screen, biochemical, fluorescence polarization | Serine/threonine-protein kinase PLK1 (Homo sapiens), P53350 | Plk1 PBD phosphopeptide binding | inhibition, %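 (tested at about 20 µM)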 | actives 0.13% (n = 97,000) | AID 693, 2007; in the data active = inhibition above about 34%, passing the limit was not always enough
CYP2C19 inhib – blockers of cytochrome P450 2C19 activity – biochemical, luminescence, ADME assay, primary screen | P33261 | CYP2C19 Supersomes, luciferin-H EGE luminescence, 30 min | inhibition, % at 5 µM | actives 21% (n = 96,000);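 active = CYP2C19 inhibition above a set limit at 5 µM in the primary screen, cut at about 50% in these data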;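 also: plate controls were negative control wells for no effect and 2.5 mM tranylcypromine positive control for full effect; values of inactives mirror those of a sister screen read the other way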
CYP2C9 act – human CYP2C9 activators, primary screen, biochemical, luminescence. Cytochrome P450 2C9 (Homo sapiens), P11712. recombinant CYP2C9, luciferin-H conversion; hits give high values; factor 1 = untreated enzyme, 0 = blocked. activation factor at 5 µM. actives 1.4% (n = 96,000). AID 1024, 2008;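 active = activation factor of 2 or more for CYP2C9 at a 5 µM dose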;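 also: 0 = sulfaphenazole-blocked wells and 1 = vehicle-only wells; values of inactives mirror those of a sister screen read the other way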
Target sequence (P11712 whole entry, looked up): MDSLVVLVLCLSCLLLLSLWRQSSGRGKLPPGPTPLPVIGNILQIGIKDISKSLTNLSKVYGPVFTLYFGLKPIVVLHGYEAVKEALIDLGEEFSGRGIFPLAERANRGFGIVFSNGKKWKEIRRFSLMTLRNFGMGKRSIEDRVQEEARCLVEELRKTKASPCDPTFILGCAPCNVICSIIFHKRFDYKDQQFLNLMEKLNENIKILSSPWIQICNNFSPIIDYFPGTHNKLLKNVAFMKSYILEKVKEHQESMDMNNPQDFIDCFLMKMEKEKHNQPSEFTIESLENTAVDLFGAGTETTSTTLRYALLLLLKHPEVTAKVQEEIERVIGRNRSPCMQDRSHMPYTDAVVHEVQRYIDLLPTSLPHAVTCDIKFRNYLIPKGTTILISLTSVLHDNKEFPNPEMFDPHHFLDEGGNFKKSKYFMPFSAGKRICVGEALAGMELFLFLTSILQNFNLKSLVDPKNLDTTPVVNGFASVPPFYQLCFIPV
CYP2C19 activ – human CYP2C19 activators, primary screen, biochemical, luminescence | recombinant CYP2C19, luciferin-H EGE luminescence; hits give high values; 0 = fully inhibited enzyme, 1 = untreated enzyme | activation factor at 5 µM | AID 1025, 2008 | Cytochrome P450 2C19 (Homo sapiens), P33261 | 96,000 tested, under 10 active;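 active = activation factor of at least 2 at 5 µM in the primary screen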;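 also: 0 = wells with 2.5 mM tranylcypromine and 1 = vehicle-only wells; values of inactives mirror those of a sister screen read the other way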
CYP2C9 inhib – blockers of cytochrome P450 2C9 activity – biochemical, luminescence, ADME assay, primary screen; P11712; CYP2C9 Supersomes, luciferin-H conversion; inhibition, % at 5 µM; actives 20% (n = 96,000); AID 777, 2007;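 active = blocking of liver enzyme CYP2C9 beyond about 50% at 5 µM, limit read from the data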; also: values of inactives mirror those of a sister screen read the other way
PLK1 kinase inh – human PLK1 kinase inhibitors, primary screen, biochemical, TR-FRET; recombinant PLK1 kinase, TR-FRET peptide phosphorylation; inhibition, % at 10 µM; actives 0.53% (n = 97,000); AID 619, 2007;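 active = inhibition of 50% or more in the single-concentration screen; inactive = inhibition below 50%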;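 also: 0% = DMSO max control and 100% = H-89 dihydrochloride min control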
Starred values were filed as active, the others as inactive; . = not tested or not shown.

smiles,HIV Rev-RRE inh,EphB4 antag,PLAP act,PLK1 PBD inh,CYP2C19 inhib,CYP2C9 act,CYP2C19 activ,CYP2C9 inhib,PLK1 kinase inh
CCCCCCn1c(SCC(=O)c2c(N)n(C)c(=O)n(C)c2=O)nc2ccccc21,11,0,0.9,-20,22,0.3,0.8,75*,-7
Cc1cccc(NC(=S)NNC(=S)NCc2ccccc2)c1,3,7,0.9,16,12,0.4,0.9,60*,-47
COCCCNC(=O)C1CCCN(S(=O)(=O)c2ccc(C)cc2)C1 (stereo unspecified),4,7,.,-3,.,.,.,.,-6
CCOc1ccccc1C(=O)NCCCN1CCN(CCCNC(=O)c2ccccc2OCC)CC1,.,.,1.8,.,-4,1.2,1,-19,.
O=S(=O)(c1ccc(Oc2ccc(S(=O)(=O)N3CCOCC3)cc2)cc1)N1CCOCC1,.,.,0.9,.,-2,1.1,1,-14,.
Cc1onc(-c2ccccc2Cl)c1C(=O)N1CCCc2ccccc21,11,-2,0.9,8,68*,0.8,0.3,16,-3
COc1cccc(Cn2c(NCC(C)C)nc3c2c(=O)n(C)c(=O)n3C)c1,-3,-4,.,-7,.,.,.,.,-7
O=C(NCc1ccco1)c1nn(-c2ccccc2)c(=O)c2ccccc12,.,.,1.1,.,7,0.6,0.9,42,.
CCCOC(=O)Nc1nc2ccccc2o1,38*,12,1.9,-44,25,0.9,0.8,13,-13
CSc1nnc(Cc2ccc3c(c2)OCO3)o1,4,3,1.1,15,22,0.9,0.8,8,-7
Cc1ccoc1C(=O)NCc1occc1C(=O)O,.,.,1.1,.,-2,1,1,-4,.
CCOc1ccc(NC(=O)COC(=O)c2cccnc2)cc1,5,-1,0.9,-1,13,0.8,0.9,16,-16
COc1cc(C(=O)N/N=C\c2ccccc2)c([N+](=O)[O-])c(OC)c1OC,-5,-2,.,-4,.,.,.,.,-5
CCc1c(C(=O)Nc2ccc(OC)c(Cl)c2)[nH]c(C)c1C(C)=O,9,-3,0.8,-5,24,1.3,0.8,-32,-3
CCCNC(=O)NC(C(=O)OC)C12CC3CC(CC(C3)C1)C2 (stereo unspecified),-1,-5,1,-10,69*,0.6,0.3,40,-5
Cc1ccc(S(=O)(=O)N2CCCN(S(=O)(=O)c3ccc4ccccc4c3)CC2)cc1,13,-1,.,-17,.,.,.,.,-12
COc1ccc(CC(NC(C)=O)C(=O)NC2CCN(S(=O)(=O)c3cccc4ccccc34)CC2)cc1OC (stereo unspecified),7,2,1.6,8,19,0.9,0.8,8,-4
CC(C)(C)NC(=O)c1ccc(NC(=O)C2COc3ccccc3O2)cc1 (stereo unspecified),.,.,1,.,37,0.8,0.6,25,.
COc1cc(NS(=O)(=O)N2CCCC2)cc(OC)c1OC,6,9,1.1,-16,32,1.2,0.7,-17,-7
O=C(Nc1ccc(Br)cc1)c1ccco1,2,2,0.8,-3,-5,0.8,1.1,21,-12
Cc1cccc(N(C(=O)CNC(=O)c2ccco2)C(C(=O)NC2CCCC2)c2ccncc2)c1 (stereo unspecified),1,3,.,-20,.,.,.,.,-8
CCCOc1ccccc1N/C(=N/c1nc(C)cc(C)n1)NC(=O)Nc1ccc(Cl)cc1,10,2,1.2,11,-3,0.8,1,19,-10
Cc1ccc(C)c(NC(=S)NNC(=O)c2sccc2C)c1,7,7,2.6*,16,79*,0.1,0.2,89*,7
COc1ccc(C)cc1NC(=O)NCCC1=CCCCC1,5,-6,0.9,-33,83*,1,0.2,2,-9
CCNc1nc(Oc2ccccc2)nc(OC(C)C(=O)OCC)n1 (stereo unspecified),2,4,.,-5,.,.,.,.,-9

Following part
smiles,HIV Rev-RRE inh,EphB4 antag,PLAP act,PLK1 PBD inh,CYP2C19 inhib,CYP2C9 act,CYP2C19 activ,CYP2C9 inhib,PLK1 kinase inh
Cc1c(C(=O)OC(C)C)sc(NC(=O)C2CCCO2)c1C(=O)OC(C)C (stereo unspecified),-2,-4,1.5,4,69*,0.2,0.3,76*,-12
Cc1csc(=O)n1CCC(=O)O,3,-2,1,22,-20,1.3,1.2,-33,-1
COC(=O)[C@H](C)NC(=O)Nc1cc(Cl)ccc1C,4,1,1,-1,47,0.6,0.5,38,-9
Cc1cc(Nc2nnnn2-c2ccccc2)n(-c2ccccc2)n1,6,8,1.3,-12,9,0.8,0.9,24,-8
CCOC(=O)C1=C(C)NC(=O)C1CC(=O)Nc1ccccc1 (stereo unspecified),2,1,.,13,.,.,.,.,-11
CCOc1ccc(C=NC23CN4CN(CN(C4)C2)C3)cc1,-2,-4,1.1,2,5,1.1,0.9,-9,1
O=C(Nc1ccccc1-c1nnn(CC(=O)N2CCCc3ccccc32)n1)c1cccc(Cl)c1,14,2,.,-7,.,.,.,.,-7
O=S(=O)(NC1CC1)c1ccc(S(=O)(=O)N2CCCc3ccccc32)cc1,6,-6,0.7,-2,90*,0.2,0.1,78*,2
CCOP(=O)(O)c1ccccc1OCCCCCOc1ccccc1P(=O)(O)OCC,-3,-6,1.3,-10,1,0.8,1,18,-4
CCc1nnc(NC(=O)CCC(=O)N2CCN(CCc3ccccc3)CC2)s1,.,.,1.4,.,-6,1,1.1,0,.
COc1ccc(NC(C)=O)cc1NC(=O)CSc1nnc(-c2cccnc2)n1C,14,-1,0.8,19,4,1.1,1,-10,-7
O=C(CCc1nc(-c2ccccc2F)no1)NCCc1ccccc1Cl,10,3,1.1,12,80*,0.4,0.2,56*,-13
COc1ccccc1NC(=O)CN(c1ccc(C23CC4CC(CC(C4)C2)C3)cc1)S(C)(=O)=O,-2,-2,1,34,3,0.4,1,64*,-2
COc1ccc(N2CCN(c3nc(NCCc4ccc(OC)c(OC)c4)nc(OC)n3)CC2)cc1,2,1,0.9,-12,82*,0.2,0.2,83*,-10
O=C(NCCc1ccccn1)c1cc(C(=O)C2CCCCC2)c[nH]1,3,2,1,12,-2,0.9,1,10,-4
O=C(Nc1ccc(O)cc1C(=O)O)c1ccc2c(c1)C(=O)N(Cc1ccco1)C2=O,2,3,0.9,-14,-2,0.4,1,60*,-6
O=C(NC1CCCCC1)C(c1ccccc1)N(C(=O)c1cccs1)c1ccc2c(c1)OCO2 (stereo unspecified),3,-7,0.9,13,9,0.7,0.9,32,-6
N#Cc1c2n(c3c(=O)n(Cc4ccc(Cl)cc4)cnc13)CCCCC2,11,-6,1.5,20,99*,0,0,100*,2
CC(=O)N1CCc2cc(S(=O)(=O)NCCC(=O)NCCc3ccc(C)cc3)ccc21,.,.,1,.,6,0.4,0.9,59*,.
Clc1cccc(Cl)c1-c1nnc2cccc(Cl)n12,8,2,.,16,.,.,.,.,-12
Cc1ccc(C)c(OCCCCn2cnc3ccccc3c2=O)c1,8,-3,1.1,11,31,1,0.7,-4,-10
O=C(Nc1ccc(N2CCOCC2)cc1)c1ccc(Cl)nc1,7,5,0.9,-6,-22,0.8,1.2,17,-14
COc1ccc(NC(=O)CCNC(=O)Cn2cnc3ccccc3c2=O)c(OC)c1,3,-2,0.8,45,0,0.8,1,20,-11
Cc1ccccc1Cn1ccc(-c2ccc3c(c2)OCO3)n1,11,-4,0.7,10,58*,0.5,0.4,50*,-13
Cc1cc2c3c(c1C)C1(C(=O)N3C(C)(C)CC2C)C(C#N)=C(N)Oc2n[nH]c(C)c21 (stereo unspecified),0,-1,1.2,-16,1,0.9,1,5,-9

The listing continues.
smiles,HIV Rev-RRE inh,EphB4 antag,PLAP act,PLK1 PBD inh,CYP2C19 inhib,CYP2C9 act,CYP2C19 activ,CYP2C9 inhib,PLK1 kinase inh
CCn1c(SCC(=O)Nc2ccc3c(c2)OCO3)nnc1-c1cnccn1,7,2,.,2,.,.,.,.,-16
Cc1cc(C)n2nc(CC(=O)NC3CCCC(C)C3C)nc2n1 (stereo unspecified),7,1,1.1,-14,-1,1,1,-4,-6
COc1ccc(S(=O)(=O)N(C)CC(=O)Nc2cccc(C(C)=O)c2)cc1C,3,2,0.9,-7,47,1.3,0.5,-30,-5
O=C(O)c1ccc(NC(=S)NC(NC(=O)c2ccco2)C(Cl)(Cl)Cl)cc1 (stereo unspecified),5,2,1.1,16,-1,1.1,1,-7,-5
NS(=O)(=O)c1ccc(NC(=O)Cn2ncc3c2-c2ccccc2OC3)cc1,2,-1,0.8,-2,-15,0.6,1.1,35,0
CCOC(=O)c1c(NC(=O)CSc2nnc(-c3ccncc3)n2Cc2ccco2)sc(C(C)=O)c1C,6,7,.,-11,.,.,.,.,-9
Cc1cnn(CCC(=O)NNC(=S)Nc2ccc(F)cc2)c1,0,-1,2.3*,11,6,1,0.9,2,-13
O=C(CN1CCCCC1)NCCNC(=O)CN1CCCCC1,3,5,1.1,26,-17,1,1.2,-3,-6
Cc1ccccc1-c1nnc2c3ccccc3c(C)nn12,1,3,.,-4,.,.,.,.,-4
Cc1cccc(C(C)Nc2ccc([N+](=O)[O-])cn2)c1 (stereo unspecified),1,1,1,18,49,0.3,0.5,75*,-6
COc1ccc(C(=O)CC2OC(=O)c3c2ccc(OC)c3OC)cc1 (stereo unspecified),5,10,1.3,15,80*,0.7,0.2,34,1
Cc1ccc(S(=O)(=O)N(CC(=O)NCCSCc2ccco2)c2cc(C)ccc2C)cc1,-2,-3,.,-14,.,.,.,.,-2
Cc1ccc(S(=O)(=O)N2CCN(C(=O)c3cccc(F)c3)CC2)cc1,8,-3,1.1,-10,28,1,0.7,3,-5
COc1ccc(CN(C(=O)CSc2nnc(-c3ccc(F)cc3)o2)c2ccc(F)cc2)cc1,.,.,1.1,.,54*,0.3,0.5,68*,.
COc1ccc(-c2ccc(SCC(=O)N3CCOCC3)nn2)cc1,4,0,0.8,0,-5,1,1,-4,-17
O=S(=O)(NC1=NCCC1)c1ccc(F)cc1,2,1,0.7,-23,9,0.9,0.9,14,-9
CCOC(=O)N1CCN(S(=O)(=O)c2ccc(OCC)cc2)CC1,-3,-1,1,0,76*,0.6,0.2,35,-12
Cc1nnc(SC(C)C(=O)NCC2CCCO2)n1-c1ccccc1 (stereo unspecified),1,-8,1,-13,8,1,0.9,-1,-7
CCn1c(CC(=O)Nc2cccc(OC)c2)nnc1SCC(=O)N1CCN(c2ccccc2)CC1,12,2,1.5,7,42,0.4,0.6,59*,-4
O=C(c1ccccc1CCc1ccccc1)N1CCOCC1,2,4,1.2,-10,40,1.1,0.6,-11,-6
Cc1nn(-c2ccc(F)cc2)c(Cl)c1/C=C(\CCC(=O)O)c1nc2ccccc2s1,-1,-2,1.5,0,6,0.8,0.9,17,-17
c1ccc(Oc2ccc(-n3cnnn3)cc2)cc1,-1,0,0.9,-8,82*,0.6,0.2,43,-18
CC(C)c1nc2n[nH]c(N)c2c2c1CCC2,7,0,0.9,5,-6,1.1,1.1,-13,5
COc1cc2c(N3CCOCC3)cc(O)c(CC(=O)Nc3ccccc3)c2cc1OC,2,-6,1.1,-3,19,0.9,0.8,10,-13
